GALK inhibitor: galactokinase (human) inhibition. P51570. Purified GALK, Kinase-Glo residual ATP luminescence. Potency, µM (titrated, usually from 57.5 µM), inactives show top-dose activity change, negative = inhibition, actives largely listed as inhibitors. 0.007% of 270,000 active. AID 1868; further: potency means the concentration at half of the fitted maximal effect; on the % scale 0 is the no-effect control and ±100 the full control effect
Target sequence (P51570 whole entry, looked up): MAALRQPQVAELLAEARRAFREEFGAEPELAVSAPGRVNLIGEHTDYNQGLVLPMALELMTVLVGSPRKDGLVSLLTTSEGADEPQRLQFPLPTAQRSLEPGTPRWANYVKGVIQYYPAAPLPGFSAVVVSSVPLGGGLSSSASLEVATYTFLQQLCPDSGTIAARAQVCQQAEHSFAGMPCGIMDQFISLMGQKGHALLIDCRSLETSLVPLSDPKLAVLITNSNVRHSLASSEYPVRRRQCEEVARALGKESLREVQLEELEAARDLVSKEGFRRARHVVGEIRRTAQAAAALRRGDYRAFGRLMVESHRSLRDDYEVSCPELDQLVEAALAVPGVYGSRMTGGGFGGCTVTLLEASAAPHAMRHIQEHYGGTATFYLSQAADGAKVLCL
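The enzyme phosphorylates galactose (100 uM) using ATP (35 uM); inhibition is detected as higher residual ATP, quantified by bioluminescence after 1 h reaction at room temperature, pH 8.0.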
USP2a inh: USP2a (human) protease inhibition. O75604. AID 463254. 0.01% of 330,000 active. USP2 core, Ub-CHOP2 coupled fluorogenic reporter, 485/531. Potency, µM (doses to about 38.3 µM), for the others: at the highest dose activity change, negative = inhibition, actives largely listed as inhibitors;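 further: potency means the concentration at half of the fitted maximal effect; plate controls were DMSO wells for no effect and full inhibition by NEM control for full effect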
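Cell-free coupled assay: 10nM USP2 core preincubated 30min RT with compound in Tris-HCl pH 8.0/CaCl2/CHAPS buffer, then 25nM Ub-CHOP2 and 25nM reporter substrate; fluorescence (Ex 485/Em 531) read after 60min RT, normalized to NEM inhibition, concentration-response curves fitted.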
BCR signal inh: inhibitors of chronic active B-cell receptor signaling; ABC-DLBCL IkBa-CBG/CBR reporter, luminescence ratio, 4 h; Potency, µM (series often up to 46.1 µM), inactives show at the top dose ratio change, negative = lower green/red ratio, most hits filed as inhibitors; 0.05% of 340,000 active; AID 493014; active means well fitted inhibition curve with a large enough effect in the signal ratio, with a control signal flat, not every such curve was filed as active; inconclusive means small, poorly fitted or top-dose-only effect, or effect the other way, or a change in a side signal; the % refers to the signal ratio;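 further: potency means the concentration at half of the fitted maximal effect; plate controls were basal doxycycline-induced cells for no effect and cells given 10 µM MG132 for full effect; MG132 reads +100%, hits lower the ratio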
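Cell line TMD8 (human ABC DLBCL), stably expressing tet-inducible CBG68-IkBa fusion and CBR; IMDM/0.5% FBS; cpd up to 46 uM; dox induction, 4 h, 37C/5% CO2; dual luminescence; green/red ratio; MG132 control.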
TSHR antag: antagonists of human thyroid stimulating hormone receptor | P16473 | TSHR-expressing cells, TSH-stimulated cAMP HTRF, 2 h; stronger effect = lower value | activity change, negative = inhibition, % at 11.5 µM | 0.2% of 330,000 active;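 active means activity change below a set negative limit, meaning inhibition stronger than a set level, cut at about -70% in these data; inconclusive means activity change between two set negative limits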; further: on the % scale 0 is the no-effect control and ±100 the full control effect
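TSHR-expressing cells were treated with compounds, then stimulated with TSH at EC80 (4nM final) for 2 hours at 37 deg C. Cellular cAMP was measured by HTRF competition between lysate cAMP and cAMP-d2 for a cryptate-labelled anti-cAMP antibody.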
Eya2 inh: Eya2 (human) phosphatase inhibition; recombinant Eya2, OMFP fluorescence dephosphorylation (OMFP is methylfluorescein phosphate); 0.006% of 330,000 active; Potency, µM (highest dose often 76.9 µM), inactives show top-dose activity, negative = inhibition, usual class: inhibitors; O00167; further: potency means the concentration at half of the fitted maximal effect; on the % scale 0 is the no-effect control and ±100 the full control effect
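Eya2 (0.2 uM) preincubated 10 min at ambient with compound, then OMFP substrate added at 50 uM; 10 min reaction in 50 mM HEPES pH 7.5, 50 mM NaCl, 5 uM MgCl2, 0.05% BSA, 1 mM DTT. Fluorescence read at Ex 485/Em 525 nm.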
Mito fusion yeast: blocks mitochondrial division or promotes mitochondrial fusion | S. cerevisiae fusion-defective mutant growth rescue, CellTiterGlo 48 h | Potency, µM (doses to about 46.1 µM), without a hit: at the highest dose growth rescue (activation), hits mostly activators | 0.23% of 320,000 active | AID 485298;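 further: potency means the concentration at half of the fitted maximal effect; % of control where 0% means no effect; nearly all actives have a fitted effect of over 45% in size; temperature-sensitive fusion mutants such as fzo1-1 at 37 °C on non-fermentable ethanol glycerol medium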
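Yeast fusion mutant, YPEG (non-fermentable carbon), compound, 48 h at 37C non-permissive; CellTiterGlo added, 10 min RT, luminescence read. Rescued growth = division inhibition.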
ASM inhibitor: inhibitors of human secretory acid sphingomyelinase; P17405; placental ASM, HMU-PC fluorogenic substrate, 60 min; Potency, µM (top dose mostly 57.5 µM), without a hit: at the highest dose activity change, negative = inhibition, usual class: inhibitors; 0.006% of 340,000 active; further: potency means the concentration at half of the fitted maximal effect
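Fluorescence read-out (Ex 386 nm, Em 447 nm) after stopping the reaction at pH 10. Enzyme: ASM from human placenta; substrate HMU-PC0, 9 uM final; 60 min, 37 °C. Compound preincubation 10 min, ambient temperature.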
MBNL1 CUG block: MBNL1-poly(CUG) RNA binding inhibition | TR-FRET MBNL1-His/biotin-(CUG)12 binding, 665/545 ratio | Q9NR56 | Potency, µM (top dose mostly 57.5 µM), inactives show at the highest dose activity change, negative = inhibition, usual class: inhibitors | 0.036% of 280,000 active; active means well fitted inhibition curve with a large enough effect in the signal ratio, with a control signal flat, not every such curve was filed as active; inconclusive means small, poorly fitted or top-dose-only effect, or effect the other way, or a change in a side signal; inactive means no such curve, though single readings can be large or run the other way; the % refers to the signal ratio; further: potency means the concentration at half of the fitted maximal effect; on the % scale 0 is the no-effect control and ±100 the full control effect
Target sequence (Q9NR56 whole entry, looked up): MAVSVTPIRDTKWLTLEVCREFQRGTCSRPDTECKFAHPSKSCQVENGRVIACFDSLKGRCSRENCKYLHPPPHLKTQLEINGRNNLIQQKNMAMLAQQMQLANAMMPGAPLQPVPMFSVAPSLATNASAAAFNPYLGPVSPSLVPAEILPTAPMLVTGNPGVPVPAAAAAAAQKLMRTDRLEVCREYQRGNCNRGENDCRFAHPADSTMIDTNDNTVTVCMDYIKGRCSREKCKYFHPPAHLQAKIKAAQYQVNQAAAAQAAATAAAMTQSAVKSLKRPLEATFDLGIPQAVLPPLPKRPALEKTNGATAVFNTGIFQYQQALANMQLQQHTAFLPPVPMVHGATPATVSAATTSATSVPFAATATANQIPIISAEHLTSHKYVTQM
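Compounds (final 92 nM to 58 uM) are added to His-tagged MBNL1 and biotin-(CUG)12, then terbium anti-His antibody and streptavidin-XL665 (5 nM final). After 60 min at room temperature, the 665/545 nm ratio is read.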
PKM2 act: activators of human pyruvate kinase M2 | AID 1631 | 0.34% of 260,000 active | P14618 | Potency, µM (doses to about 57.5 µM), for inactives: top-dose activation, actives largely listed as activators | purified PKM2, Kinase-Glo ATP luminescence, activation; response scale: 0% is enzyme alone, no compound; further: potency means the concentration at half of the fitted maximal effect; on the % scale 0 is the no-effect control and ±100 the full control effect; nearly all actives have a fitted effect of over 55% in size
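ATP formation by purified human PK-M2, quantified via coupled luciferase luminescence after 1 h at room temperature with 0.1 mM ADP and 0.5 mM PEP final.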
Menin MLL FP TR: displaces Texas Red mutant MLL peptide from human menin; AID 1768; O00255; 0.23% of 270,000 active; Potency, µM (series often up to 61.6 µM), for inactives: at the top dose FP activity change, negative = inhibition, usual class: inhibitors; Menin + Texas Red MLL mutant peptide, fluorescence polarization; active means well fitted inhibition curve with a large enough effect in the polarisation, with a control signal flat, not every such curve was filed as active; inconclusive means small, poorly fitted or top-dose-only effect, or effect the other way, or a change in a side signal; inactive means no such curve, though single readings can be large or run the other way; the % refers to the polarisation; further: potency means the concentration at half of the fitted maximal effect; % of control where 0% means no effect; many of its hits are not listed in these tables
hERG WT inh: blocks the wildtype human KCNH2 potassium channel. Q12809. U2OS, BacMam KCNH2, thallium flux FluxOr; stronger effect = lower value. activity change, % at 1.84 µM. 0.37% of 340,000 active. AID 720551;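 active means maximum activity change below -70%; inconclusive means maximum activity change between -70% and -50%; inactive means maximum activity change above -50%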; further: on the % scale 0 is the no-effect control and ±100 the full control effect
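U2OS cells were transduced with wild-type KCNH2 virus (2.03 x 10^8 / mL) for 4 h at room temperature, then cultured overnight at 37 C. Thallium flux was read with FluxOr dye. Rate constants were normalized to DMSO controls.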
* hit, by the source's call; ? = inconclusive; nt = no result given; [ ] = dose if it differs, or a comment. Unless noted, the call rests on the fitted dose curve; in most records, active means well fitted curve in the direction sought with a large enough effect; inconclusive means small, poorly fitted or top-dose-only effect, or another doubt; inactive means no such curve, though single readings can be large; an effect the other way counts as inactive or inconclusive. An excerpt, so the mix of outcomes need not match the whole.

SMILES	GALK inhibitor	USP2a inh	BCR signal inh	TSHR antag	Eya2 inh	Mito fusion yeast	ASM inhibitor	MBNL1 CUG block	PKM2 act	Menin MLL FP TR	hERG WT inh
O=C(COC(=O)c1cccc(OC(F)F)c1)NCC1CCCO1 (stereo not drawn)	nt	-1%	8%	-5	-5%	nt	1%	nt	nt	nt	0
CCc1nnc(NC(=O)c2ccc(S(=O)(=O)N3CCc4ccccc4C3)cc2)s1	1%	3%	13%	-3	-1%	-2%	2%	-9%	-6%	-17%	-5
COc1ccc2c(c1)CCc1c(C(=O)N3CCCCCC3)noc1-2	0%	-1%	7%	17	-30%	5%	-1%	-9%	0%	?	-7
COc1ccc(C2C(C#N)=C(N)Oc3cccc(O)c32)cc1 (stereo not drawn)	2%	-1%	-1%	4	13%	0%	0%	?	5%	-21%	0
Cc1ccc(NC(=S)Nc2cccc3cnccc23)cc1C	1%	-2%	-10%	-1	2%	2%	8%	?	8%	?	-1
Cc1cc(NC(=O)c2cc3n(n2)C(C(F)(F)F)CC(c2ccco2)N3)no1 (stereo not drawn)	3%	3%	?	0	3%	0%	4%	5%	0%	3%	9
CCOc1ccc(NC(=O)c2nn(C)cc2Br)cc1	4%	3%	?	-8	-8%	-4%	-7%	-10%	-26%	3%	-16
CCOc1cccc(-c2cc(C(=O)N/N=C/c3ccc(OC)c(CN4CCOCC4)c3)c3ccccc3n2)c1	1%	-3%	10%	-5	-6%	-4%	-15%	1%	3%	16%	36
Cc1ccc(-n2ncc3c2CCCC3NC(=O)c2ccccc2N2CCOCC2)cc1C (stereo not drawn)	-1%	2%	-7%	3	-2%	-28%	4%	-2%	-2%	nt	-9
CCC1(C)Cc2c(c(=O)n(-c3ccccc3)c3ncnc(N)c23)CO1 (stereo not drawn)	-3%	-6%	-2%	1	-15%	-3%	-1%	?	3%	3%	5
O=C(Nc1cccc([N+](=O)[O-])c1)c1ccc2c(c1)OCCO2	-2%	-1%	-12%	-5	-1%	-8%	-2%	?	-5%	19%	3
Nc1cc(=O)[nH]c(SCCOc2ccccc2)n1	-2%	1%	7%	27	7%	3%	2%	5%	4%	16%	2
CCN(CC)C(=O)c1[nH]cnc1C(=O)N[C@@H](C)c1ccccc1	nt	-1%	2%	36	-9%	1%	2%	nt	nt	nt	nt
COc1ccc(N2CCN(C(=O)COC(=O)CCOc3ccccc3C)CC2)cc1	nt	-1%	-1%	nt	-10%	12%	-3%	nt	nt	nt	-4
Cc1cc(-c2ccco2)n(CC(=O)NCc2ccccc2)n1	2%	1%	0%	-2	3%	1%	-1%	-5%	9%	-2%	5
O=C1[C@H]2[C@@H](c3ccc(F)cc3)N3C(=O)N(c4ccc(Br)cc4)C(=O)[C@@]3(Cc3ccccc3)[C@H]2C(=O)N1C1CCCCC1	nt	3%	10%	-8	3%	3%	-6%	4%	4%	-3%	-8
CCOc1ccc(NS(=O)(=O)c2cc(C(=O)N3CCC3)ccc2Cl)cc1	nt	-1%	3%	-11	-4%	5%	nt	nt	nt	nt	-2
CCC(C)C(NC(=O)C1CCC(C)CC1)C(=O)Nc1ccc(OC)cc1 (stereo not drawn)	1%	1%	0%	6	7%	1%	-1%	4%	0%	57%[activator]	-17
Cc1nc(-c2ccc(S(=O)(=O)N3CCN(CCc4ccccc4)CC3)s2)cs1	5%	-1%	-8%	-2	5%	-2%	0%	4%	-8%	nt	4
O=C(CCc1nc(-c2cccs2)no1)Nc1cnc2ccccc2c1	nt	5%	4%	-1	11%	-2%	2%	233%[activator]	-3%	13%	0
Cc1cccc(N2CCN(C(=O)CSc3nnnn3C3CC3)CC2)c1C	nt	3%	?	-27	-2%	3%	2%	nt	nt	nt	-17
CCOc1cccc(/C=N/N=C/c2cccc(OCC)c2O)c1O	0%	1%	3%	-1	7%	-7%	58%	3%	nt	7%	4
COc1ccc2c(c1)[nH]c1c(=O)n(CC3CCCO3)cnc12 (stereo not drawn)	0%	4%	?	5	11%	-3%	-1%	-5%	-9%	-3%	4
COc1ccc(CC(=O)NC2CC(C)(C)NC(C)(C)C2)cc1OC	-1%	0%	-1%	8	-1%	0%	-1%	-25%	4%[11.5 µM]	-4%	7
COc1ccc([N+](=O)[O-])cc1NC(=O)C(C)N(C)Cc1ccc(Br)cc1 (stereo not drawn)	-3%	3%	2%	13	1%	14%	-4%	8%	-3%	3%	2
Cn1c(=O)[nH]c(=O)c2c1nc(NCCc1ccccc1)n2CC(O)COc1ccccc1 (stereo not drawn)	5%	6%	-2%	-15	30%	-2%	7%	7%	8%	17%	11
CC(CN1C(C)CCCC1C)OC(=O)c1ccccc1Br (stereo not drawn)	2%	1%	?	-2	15%	-6%	-3%	-2%	nt	-10%	1
Oc1ccc(C(c2nnnn2C2CCCC2)N2CCc3ccccc3C2)cc1 (stereo not drawn)	-3%	-1%	?	22	1%	-5%	0%	-14%	9%	-4%	-2
CC(C)(C)NC(=O)C(c1cccs1)N(Cc1cccs1)C(=O)c1csnn1 (stereo not drawn)	2%	-10%	0%	-10	-3%	2%	0%	-8%	3%	-28%	-7
Cc1ccccc1SCC(=O)N1CCN(c2ccc(C(F)(F)F)cn2)CC1	-3%	1%	3%	-1	-13%	?	-16%	-13%	-3%	-5%	8
C/C(=N\NC(=O)c1cc2ccccc2cc1O)c1ccccn1	12%	0%	3%	4	-4%	-25%	-6%	17%	nt	nt	0
Cc1noc(C)c1COc1ccccc1C(=O)NC(C)c1ccc(Cl)cc1 (stereo not drawn)	nt	-1%	1%	0	3%	19%	-4%	nt	nt	nt	2
Cc1cc(NS(=O)(=O)c2ccc(NC(=O)C(C)Oc3ccc(Cl)cc3)cc2)no1 (stereo not drawn)	-3%	2%	?	70	4%	1%	-3%	-13%	-1%	?	-14
CCOc1ccc(CN(C)CC(=O)Nc2cccc(C)c2)cc1OC	11%	0%	0%	4	-6%	-1%	-1%	nt	-13%	-16%	0
Cc1ccc(NC(=O)Cn2c(=O)oc3ccccc32)c(C)c1	2%	-1%	-2%	-3	5%	2%	3%	-5%	5%	14%	-4
Fc1ccccc1/C=N/Nc1ccc(Cl)nn1	-2%	0%	?	-2	13%	1%	0%	5%	nt	5%	-3
CCC(Sc1nc(C)cc(C)n1)C(=O)Nc1nccs1 (stereo not drawn)	-3%	1%	-4%	-30	4%	-1%	1%	16%	-1%	nt	-15
COc1ccc(NC(=O)CN2C(=O)NC(C)(c3ccc4c(c3)OCCO4)C2=O)cc1S(N)(=O)=O (stereo not drawn)	nt	-1%	?	2	4%	nt	0%	nt	nt	nt	-2
Cc1cc(Br)c(S(=O)(=O)NCc2ccncc2)cc1C	-3%	-1%	0%	-37	6%	0%	6%	-3%	0%	-8%	-6
CCOC(=O)C1CCN(C(=O)c2cn(-c3ccccc3)nc2-c2cccnc2)CC1	0%	-1%	0%	7	0%	5%	nt	3%	-2%	0%	nt
COc1ccc(F)c(CN2CCC(CO)(Cc3cccc(C(F)(F)F)c3)CC2)c1	0%	1%	-21%	4	-7%	1%	4%	-15%	1%	-1%	7
CCn1c(SCC(=O)N/N=C/c2c[nH]c3ccccc23)nnc1-c1ccc(Cl)cc1	1%	2%	-6%	3	-2%	-7%	-7%	2%	1%	-3%	-7
COc1ccc(N2CC(C(=O)Nc3cccc(C)n3)CC2=O)cc1 (stereo not drawn)	0%	0%	-1%	-1	-14%	16%	6%	-12%	9%	-9%	5
N#C/C(=C/c1ccncc1)c1nc2ccccc2c(=O)[nH]1	nt	3%	?	-1	2%	0%	-1%	17%	14%	nt	-6

Bioassay records (PubChem BioAssay)
